Bioassay records: PubChem, NCI
NCI-60 one-dose screen, 48 h, at 10 µM unless noted. Numbers give growth in % (100 = growth as untreated, 0 = no growth, -100 = all killed).
OVCAR-5: OVCAR-5 ovarian cancer. AID 1794783. hit rate 2.9% among 82,000
DU-145: DU-145 prostate cancer; hit rate 4.2% among 81,000; AID 1794760
SF-295: SF-295 CNS cancer cells. hit rate 5.6% among 79,000
OVCAR-4: OVCAR-4 ovarian cancer cells. hit rate 3.7% among 80,000
U251: U251 CNS tumor cells; hit rate 5.4% among 80,000; AID 1794753
PC-3: PC-3 prostate cancer cells. hit rate 3.9% among 80,000. AID 1794754
OVCAR-3: OVCAR-3 ovarian cancer. hit rate 7% among 79,000. AID 1794787
SK-OV-3: SK-OV-3 ovarian cancer cells | AID 1794785 | hit rate 3.2% among 80,000
OVCAR-8: OVCAR-8 ovarian cancer. hit rate 4.4% among 81,000. AID 1794782
* = called active by the depositor; nt = not tested or not shown; & = joins results of further samples. How the source made its calls: active means growth percent below 10; inactive means the rest.

Sequence of screens – OVCAR-5	DU-145	SF-295	OVCAR-4	U251	PC-3	OVCAR-3	SK-OV-3	OVCAR-8
- CC(C)=CCC[C@H](C)c1ccc(C)c2c1OCN(CCO)C2
 : 84	nt	99	79	85	77	86	105	86
- Nc1cc(-c2c[nH]c3ccc(F)cc23)nc2cc(-c3c[nH]c4ccccc34)nn12
 : 1.0*	27	-66*	48	-19*	10	29	19	4.5*
- COc1cc(NCCCCCCCNC(C)C)c2nccc(C)c2c1
 : 97&88	91&102	72	16	61&81	76&58	26&23	73&94	90&86
- O=C(C(=Cc1ccccc1)C(=O)c1ccccc1)c1ccccc1
 : 85&92	102&61	98&65	85&74	86	78&48	86&66	106&99	87&48
- O=C(NCc1ccccc1)c1cccnc1
 : 119	109	110	96	94	124	99	94	101
- CO[C@H](C(=O)[C@@H](O)[C@@H](C)O)[C@@H]1Cc2cc3cc(O[C@H]4C[C@@H](O[C@H]5C[C@@H](O)[C@H](O)C(C)O5)[C@H](O)C(C)O4)c(C)c(O)c3c(O)c2C(=O)[C@H]1O[C@H]1C[C@@H](O[C@H]2C[C@@H](O[C@H]3C[C@](C)(O)C(=O)C(C)O3)[C@@H](O)C(C)O2)[C@H](O)C(C)O1 (stereo not given in full)
 : 13	9.8*	6.8*	8.5*	3.0*	6.9*	-12*	9.5*	2.5*
- CCCCC(CC)(CO)CO
 : 98	121	89	111	103	103	123	110	98
- N#CCCCCN1CCCC1
 : 109	116	145	101	93	102	nt	117	100
- O=C(Nc1nc2cccc(-c3ccc(CN4CCS(=O)(=O)CC4)cc3)n2n1)C1CC1
 : 75	35	89	78	65	77	57	58	58
- COc1ccc(C(=O)CSC(=S)N2CCCCC2)cc1
 : 101	102	nt	101	96	101	100	97	103
- N#CCc1nc2ccccc2[nH]1
 : 101	111	102	105	93	85	100	88	94
- Cc1sc2nc(CSc3nnc(-c4ccco4)o3)[nH]c(=O)c2c1C
 : 114	114	107	105	88	102	108	132	104
- COc1cc(C2N(c3ccccc3)NC(=O)[C@H]3CCCN23)cc(OC)c1OC (stereo not given in full)
 : 115	106	102	92	92	77	95	104	91
- Cc1cc(C)c(Cc2c(C)cc(C)cc2C)c(C)c1
 : 111	114	111	106	110	111	110	120	110
- O=C1/C(=C/c2ccc3c(c2)OCO3)SC(=S)N1C1c2ccccc2Oc2ccccc21
 : 97	100	98	102	113	93	98	107	99
- Nc1nc(N)c(N=O)c(Nc2ccc(Cl)c(Cl)c2)n1
 : 100	84	123	91	106	78	74	116	107
- Nc1nc(N)nc(N[C@@H]2C[C@H](CO)[C@@H](O)[C@H]2O)n1
 : 107	108	100	102	96	102	109	112	103
- Cc1ccc(/C=C2/SC(=O)N(CCCC(=O)N3CCN(c4cc5c(cc4F)c(=O)c(C(=O)O)cn5C4CC4)CC3)C2=O)cc1
 : 102	106	98	111	103	99	107	117	106
- O=C(NCCc1ccccc1)Nc1ccccc1Cl
 : 112	107	100	106	102	91	103	95	104
- Cc1ccc2c(C3C(C#N)=C(N)Oc4n[nH]c(C)c43)cc(=O)oc2c1 (stereo not given)
 : 93	107	106	93	94	96	105	98	95
- C#C[C@@]1(O)[C@@H](CO)O[C@@H](n2cc(Cl)c3c(N)ncnc32)[C@@H]1O
 : 16	4.4*	-27*	-4.3*	-6.9*	-17*	-10*	-10*	-23*
- O=C(CSc1nc2ccccc2c(=O)[nH]1)Nc1ccccc1C(=O)O
 : 105	129	101	109	101	110	106	91	109
- CC(C)c1ccc(Cn2cc(CSc3nc4ccccc4o3)nn2)cc1
 : 95	101	99	107	106	111	102	98	106
- Nc1nn(C(=O)c2cccnc2)cc1-c1ccccc1
 : 96	111	95	77	105	86	101	181	82
- COc1ccc(C(=O)COc2ccc(/C=C3\Oc4ccc(Cl)cc4C3=O)cc2)cc1
 : 103	107	93	86	97	nt	113	99	77
- C[C@@H](CO)[C@@H]1CCC=C2CC[C@]3(C)[C@H](CC[C@@H]4[C@@]5(C)CCCNC(C)(C)[C@@H]5CC[C@]43C)[C@H]21
 : 83	62	94	49	19	47	70	107	67
- Cc1cc(N=Nc2ccc(N=Nc3ccc(O)c(C(=O)O)c3)cc2)c(N)cc1N
 : 104	112	97	100	97	96	104	93	101
- CCCCCC(=C/c1ccccc1)/C=N/N=C(N)N
 : 59	nt	-64*	32	nt	38	nt	77	nt
- c1cc(OCC2CO2)cc(OCC2CO2)c1 (stereo not given)
 : 94	127	100	94	81	84	133	99	90
- C#C[C@@]1(O)[C@@H](CO)O[C@@H](n2cc(Br)c3c(Cl)ccnc32)[C@@H]1O
 : 41	-41*	27	27	71	-26*	-9.5*	42	-42*
- CCCCNC(=O)NS(=O)(=O)c1ccc(N2N=C(c3ccc(C)cc3C)CC2c2ccc(C)cc2)cc1 (stereo not given)
 : 104	94	75	90	72	57	88	94	68
- CCn1cc(-c2nc(N)[nH]c(=O)c2C#N)c(-c2ccc(Br)cc2)n1
 : 92	109	91	107	92	102	102	nt	101
- Cc1c(NC(=O)c2sc3nc4c(cc3c2N)CN(Cc2ccccc2)CC4)cccc1C(F)(F)F
 : 80	55	41	60	38	56	6.3*	78	63
- N#CCCNc1cccc2ccccc12
 : 101	110	99	86	111	93	104	101	117
- Cc1ncc(O)c(CO)c1O
 : 96	110	114	105	112	103	127	103	108
- O=C(NC(Cc1ccccc1)C(=O)O)c1ccccc1 (stereo not given)
 : 104	nt	102	101	105	96	115	102	109
- CC(=O)Nc1ccc(I)cc1C(=O)O
 : 96	100	116	106	104	105	99	111	106
- O=C1CCC(NNC(=O)c2ccc(Cl)cc2Cl)N1 (stereo not given)
 : 102	109	101	105	101	98	103	108	99
- CSc1n[nH]c2nc(-c3ccc(F)cc3)[nH]c(=O)c12
 : 99	105	99	112	99	98	101	92	103
- COc1ccc(C(=O)N2NC(=O)/C(=C/c3ccc(F)cc3)N=C2c2ccccc2)cc1
 : 96	113	80	109	56	89	105	103	97
- O=C1/C(=C/c2ccc([N+](=O)[O-])s2)Oc2ccc(Br)cc21
 : -67*	-72*	-31*	-76*	-88*	-62*	-65*	-34*	-6.9*
- COc1ccc(-c2nnc(SCC(=O)Nc3ccc(C(=O)/C=C/c4cc(OC)c(OC)c(OC)c4)cc3)n2-c2ccccc2)cc1
 : 126	93	nt	93	89	96	100	103	85
- CCOC(=O)CCCCCCCCCCBr
 : 108	109	100	108	98	104	104	103	106
- O=C(O)c1ccc(F)c(C(=O)O)c1
 : 107	118	104	114	96	96	117	107	101
- CC(C)N(C(=O)c1ccc(Cl)cc1)C(C)C
 : 109	111	107	107	94	86	111	103	93
- CNc1ccc([N+](=O)[O-])cc1
 : 100	126	125	111	95	92	119	102	108
- [O-]/[N+](=N/O)c1cccc2ccccc12
 : 103	99	96	82	96	66	64	90	91
- CN(C)c1ccc(CSc2ccccc2)cc1
 : 101	104	106	106	88	99	113	110	96
- COc1ccc(Oc2ccc(/C=C/C(=O)c3cc4ccccc4oc3=O)cc2)cc1
 : 112	101	104	81	87	75	107	92	93
- CCOC(=O)/C(=C\c1ccc(Cl)cc1)P(=O)(OCC)OCC
 : 99	52	102	78	80	78	63	98	82
- Cc1cccc(C)c1N1C(c2ccccc2)=NNC12C=CC(=O)c1c(O)cccc12 (stereo not given)
 : 91	94	61	71	41	39	52	86	70
- O=C(/C=C/c1ccccc1)n1c(-c2ccc(Cl)cc2)nc2ccccc21
 : -48*	11	-52*	30	-0.4*	6.1*	-57*	24	-31*
- Cc1cn(-c2cc(C(=O)Nc3cccc(C#Cc4cccc5[nH]nc(N)c45)c3)cc(C(F)(F)F)c2)cn1
 : 44	72	67	38	55	75	78	73	49
- CNC1=C([N+](=O)[O-])C(c2ccc(OC)cc2)C(C#N)=C(c2ccc[nH]2)O1 (stereo not given)
 : 109	107	101	93	101	97	107	102	100
- COP(=O)(OC)c1nnn(-c2cccc([N+](=O)[O-])c2)c1C
 : 104	111	111	103	100	99	111	123	101
- COc1ccc(/C=N/Nc2ccc([N+](=O)[O-])cn2)cc1
 : 100	nt	111	120	101	105	nt	119	101

Copied from the list:
Result of Cc1cn(-c2cc(C(=O)Nc3cccc(C#Cc4cccc5[nH]nc(N)c45)c3)cc(C(F)(F)F)c2)cn1 under PC-3: 75
Result of Cc1ccc2c(C3C(C#N)=C(N)Oc4n[nH]c(C)c43)cc(=O)oc2c1 (stereo not given) under SK-OV-3: 98
Result of CNc1ccc([N+](=O)[O-])cc1 under OVCAR-4: 111
Result of CCn1cc(-c2nc(N)[nH]c(=O)c2C#N)c(-c2ccc(Br)cc2)n1 under PC-3: 102
Result of O=C1/C(=C/c2ccc3c(c2)OCO3)SC(=S)N1C1c2ccccc2Oc2ccccc21 under DU-145: 100
Result of CC(C)c1ccc(Cn2cc(CSc3nc4ccccc4o3)nn2)cc1 under OVCAR-4: 107
Result of CC(C)N(C(=O)c1ccc(Cl)cc1)C(C)C under OVCAR-3: 111

Whole records from above.
CN(C)c1ccc(CSc2ccccc2)cc1 is entered as OVCAR-5: 101; DU-145: 104; SF-295: 106; OVCAR-4: 106; U251: 88; PC-3: 99; OVCAR-3: 113; SK-OV-3: 110; OVCAR-8: 96
Cc1cn(-c2cc(C(=O)Nc3cccc(C#Cc4cccc5[nH]nc(N)c45)c3)cc(C(F)(F)F)c2)cn1 is entered as OVCAR-5: 44; DU-145: 72; SF-295: 67; OVCAR-4: 38; U251: 55; PC-3: 75; OVCAR-3: 78; SK-OV-3: 73; OVCAR-8: 49
